From PubChem
EZH2 inh: inhibitors of human EZH2/PRC2 methyltransferase. Q15910. PRC2 H3K27 methylation, DELFIA TRF, 1 h. inhibition, % at 12.5 µM. 57,000 tested, 0.35% active;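 active = mean inhibition of replicates at least 50% and every single replicate also reaching 50%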;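 note: dimethyl H3K27 on biotinylated H3 21-44 peptide detected by antibody; plate controls were median neutral control wells for no effect and median positive control wells for full effect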
IDH1 mut inh: IDH1 R132H (human) inhibition. AID 624101. IDH1 R132H reductase, diaphorase/resazurin fluorescence, 60 min. inhibition, % at 10 µM. 70,000 tested, 0.18% active; in the data active = inhibition above about 34%;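 note: 0% = DMSO and 100% = no enzyme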
Target sequence (O75874 whole entry R132H): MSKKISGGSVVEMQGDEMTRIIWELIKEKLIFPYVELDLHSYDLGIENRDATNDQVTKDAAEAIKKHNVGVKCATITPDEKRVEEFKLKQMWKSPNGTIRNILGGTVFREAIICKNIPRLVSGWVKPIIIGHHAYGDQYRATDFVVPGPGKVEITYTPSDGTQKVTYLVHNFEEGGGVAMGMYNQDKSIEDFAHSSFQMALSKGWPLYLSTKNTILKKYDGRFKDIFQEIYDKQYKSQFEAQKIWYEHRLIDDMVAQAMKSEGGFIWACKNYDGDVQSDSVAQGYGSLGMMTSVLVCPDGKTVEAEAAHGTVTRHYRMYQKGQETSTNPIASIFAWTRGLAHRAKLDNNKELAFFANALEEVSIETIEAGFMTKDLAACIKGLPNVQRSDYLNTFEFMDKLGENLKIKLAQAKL
* hit, by the source's call; nt = no result given. Not all compounds are listed, so the mix of outcomes need not match the whole.

Start of the data: the first 2 compounds, to show the layout:
Value order: EZH2 inh	IDH1 mut inh
- Cc1ccccc1-c1ccc2c(c1)O[C@H](CN(C)C)[C@H](C)CN([C@@H](C)CO)S2(=O)=O
→ -10.9	-1.7
- C[C@H](CO)N1C[C@H](C)[C@@H](CN(C)Cc2ccccc2)Oc2ncc(C#CCN(C)C)cc2C1=O
→ -16.7	-0.6

The listing, from the start:
Value order: EZH2 inh	IDH1 mut inh
- Cc1ccccc1-c1ccc2c(c1)O[C@H](CN(C)C)[C@H](C)CN([C@@H](C)CO)S2(=O)=O
→ -10.9	-1.7
- C[C@H](CO)N1C[C@H](C)[C@@H](CN(C)Cc2ccccc2)Oc2ncc(C#CCN(C)C)cc2C1=O
→ -16.7	-0.6
- C[C@H](CO)N1C[C@H](C)[C@@H](CN(C)Cc2ccc(-c3ccccc3)cc2)Oc2ncc(C#CCN(C)C)cc2C1=O
→ -10.2	nt
- CNC[C@@H]1OCCCC[C@@H](C)Oc2ccc(NS(=O)(=O)c3cn(C)cn3)cc2C(=O)N([C@H](C)CO)C[C@H]1C
→ nt	9.4
- C[C@H](NC(=O)C[C@@H]1CC[C@H](NS(=O)(=O)c2cccc(F)c2)[C@H](CO)O1)c1ccccc1
→ 0.8	0.4
- C[C@H](CO)N1C[C@H](C)[C@@H](CN(C)C(=O)Nc2ccc(F)cc2)Oc2ccc(NS(=O)(=O)c3ccc(Cl)cc3)cc2CC1=O
→ nt	1.6
- O=c1cc(-c2ccccc2)oc2cc(O)cc(O)c12
→ nt	3.9
- COC(=O)[C@@]1(CCC(=O)OC(C)(C)C)N=C(c2ccc(OCCCO)cc2)O[C@H]1c1ccccc1CN=[N+]=[N-]
→ 21.6	nt
- C[C@@H]1CN([C@@H](C)CO)C(=O)c2cc(NS(=O)(=O)c3ccccc3)ccc2O[C@@H](C)CCCCO[C@H]1CN(C)Cc1ccncc1
→ nt	3.9
- CCCC#Cc1cnc2c(c1)C(=O)N([C@@H](C)CO)C[C@H](C)[C@H](CN(C)S(=O)(=O)c1cccc(OC)c1)O2
→ -9.6	-0.5
- O=C(COc1ccccc1Cl)Nc1ccc2oc(-c3ccccc3Br)nc2c1
→ 12.1	-0.2
- COc1ccc(NC(=O)N(C)C[C@@H]2Oc3ccc(NC(=O)NC4CCCCC4)cc3C(=O)N([C@H](C)CO)C[C@H]2C)cc1
→ -1.8	-1.3
- CC(=O)Nc1ccc(NC(=O)C(C)n2nc(C)c([N+](=O)[O-])c2C)cc1 (stereo not drawn)
→ 2.8	-0.3
- CCOC(=O)c1c(NC(=O)CSc2nccc(C)n2)sc(C)c1C
→ 16.5	0.2
- CC(C)NC(=O)N(C)C[C@H]1Oc2cc(-c3ccccc3F)ccc2S(=O)(=O)N([C@H](C)CO)C[C@H]1C
→ 3.1	0.0
- C[C@@H]1CN([C@@H](C)CO)C(=O)c2cc(/C=C/c3ccccc3)cnc2O[C@H]1CN(C)C(=O)Cc1cccnc1
→ 2.5	-1.5
- COc1ccc(-c2ccc3c(c2)O[C@@H](CN(C)Cc2cccnc2)[C@H](C)CN([C@H](C)CO)S3(=O)=O)cc1
→ 47.1	0.6
- COc1ccc(C(=O)Nc2ccc3c(c2)C(=O)N(C)C[C@@H](OC)[C@H](C)CN(C(C)=O)[C@@H](C)CO3)cc1
→ 12.1	0.1
- C[C@@H]1CN([C@@H](C)CO)C(=O)c2cc(Br)cnc2O[C@H]1CN(C)C(=O)c1ccccn1
→ -17.8	-0.5
- O=C(C[C@@H]1C[C@H]2c3cc(NC(=O)Cc4ccncc4)ccc3O[C@H]2[C@@H](CO)O1)NCc1cccc(F)c1
→ -8.1	-0.2
- Cc1noc(C)c1NC(=O)Nc1ccc2c(c1)CC(=O)N([C@@H](C)CO)C[C@H](C)[C@H](CN(C)C(=O)Nc1cccc3ccccc13)O2
→ nt	-0.1
- CC(=O)O[C@H]1[C@H](Oc2cc(O)cc(O)c2C(=O)c2cccc(O)c2)O[C@H](CO)[C@@H](OC(=O)c2ccccc2)[C@@H]1O
→ nt	-0.6
- O=C(Cc1ccccc1)N[C@H]1C=C[C@H](CC(=O)N2CCCCC2)O[C@@H]1CO
→ -12.2	1.4
- Cc1noc(C)c1S(=O)(=O)N(C)C[C@H]1Oc2ccc(NS(C)(=O)=O)cc2CC(=O)N([C@@H](C)CO)C[C@H]1C
→ nt	2.3
- C[C@H](CO)N1C[C@H](C)[C@H](CN(C)C(=O)NC2CCCCC2)Oc2c(NC(=O)NC3CCCCC3)cccc2C1=O
→ nt	0.9
- c1ccc([C@H]2CN3CCSC3=N2)cc1
→ -8.3	0.8
- O=C(Nc1cc(Cl)cc(Cl)c1)N[C@H]1CC[C@H](CCNS(=O)(=O)c2cccc(F)c2)O[C@@H]1CO
→ 12.0	0.1
- CCCC(=O)Nc1ccc2c(c1)OC[C@@H](C)N(Cc1ccncc1)C[C@@H](C)[C@H](OC)CN(C)C2=O
→ -5.0	0.3
- CO[C@H]1CN(C)C(=O)c2ccc(NC(=O)C3CC3)cc2OC[C@@H](C)N(C(=O)c2ccccc2)C[C@H]1C
→ 4.1	0.0
- C[C@H](CO)N1C[C@H](C)[C@H](CN(C)Cc2ccc3c(c2)OCO3)Oc2ccc(NC(=O)Nc3ccc4c(c3)OCO4)cc2CC1=O
→ -12.9	-0.6

The listing continues:
Value order: EZH2 inh	IDH1 mut inh
- CO[C@@H]1CN(C)C(=O)c2cc(NC(=O)C3CCOCC3)ccc2OC[C@@H](C)N(Cc2cccnc2)C[C@H]1C
→ -7.3	-0.1
- COCC(=O)Nc1ccc2c(c1)OC[C@H](C)N(C(=O)c1ccncc1)C[C@@H](C)[C@@H](OC)CN(C)C2=O
→ -2.8	-0.1
- COc1ccc(CN(C)C[C@H]2Oc3ccc(NC(=O)CCN4CCOCC4)cc3CC(=O)N([C@@H](C)CO)C[C@@H]2C)cc1
→ 5.9	-0.6
- C[C@H](CO)N1C[C@H](C)[C@@H](CN(C)Cc2ccc(C(=O)O)cc2)Oc2ccc(NC(=O)Cc3cn(C)c4ccccc34)cc2CC1=O
→ nt	-28.6
- C[C@H]1CN([C@@H](C)CO)C(=O)c2ccccc2-c2ccccc2CO[C@H]1CN(C)CC1CC1
→ 8.4	0.2
- CCN1CCOC(CC(=O)Nc2ccc3c(c2)OCCO3)C1=O (stereo not drawn)
→ 0.0	2.4
- C[C@H](CO)N1C[C@H](C)[C@@H](CN(C)CC2CCCCC2)Oc2ccc(NC(=O)Nc3ccccc3)cc2CC1=O
→ nt	0.5
- CC1(C(=O)NCCCn2ccnc2)CC1(Cl)Cl (stereo not drawn)
→ 7.0	4.5
- COc1ccc(CN(C)C[C@H]2OCCCC[C@H](C)Oc3ccc(NC(=O)Cc4ccccc4)cc3C(=O)N([C@H](C)CO)C[C@@H]2C)cc1
→ nt	-0.2
- C[C@@H]1CN([C@@H](C)CO)C(=O)c2cc(C#CC(C)(C)O)cnc2O[C@@H]1CN(C)C(=O)CC1CC1
→ -2.0	2.3
- CN(C)C(=O)C[C@@H]1C=C[C@@H](NC(=O)NC2CCCCC2)[C@H](CO)O1
→ -4.3	0.1
- CCCNC(=O)Nc1ccc2c(c1)OC[C@@H](C)N(Cc1cncnc1)C[C@@H](C)[C@@H](OC)CN(C)C2=O
→ 4.4	0.1
- CO[C@@H]1CN(C)C(=O)c2ccc(NC(=O)Nc3cc(F)ccc3F)cc2OC[C@@H](C)N(C)C[C@@H]1C
→ -10.5	-0.2
- O=C(C[C@@H]1C=C[C@@H](NC(=O)Nc2ccc(C(F)(F)F)cc2)[C@@H](CO)O1)NCc1cccc(F)c1
→ -9.0	0.4
- CCN(CC(=O)Nc1cccc([N+](=O)[O-])c1)S(=O)(=O)c1ccc(F)cc1
→ 19.0	0.2
- COc1ccccc1NC(=O)N[C@@H]1CC[C@H](CC(=O)NCc2ccc(Cl)c(Cl)c2)O[C@H]1CO
→ 13.9	-0.4
- O=C(NCc1ccc(F)cc1)[C@H]1C[C@H]2C(=O)N[C@@H](Cc3ccccc3)C(=O)N2[C@H]1c1cccc(OCCO)c1
→ 5.2	nt
- CCN(CC(=O)Nc1ccc(I)cc1)S(=O)(=O)c1ccc(C)cc1
→ 6.0	-0.4
- C[C@H](CO)N1C[C@H](C)[C@H](CN(C)C)Oc2ccc(NC(=O)C3CC3)cc2C1=O
→ -2.7	1.6
- COc1cccc(S(=O)(=O)N[C@@H]2CC[C@H](CCn3cc(-c4ccccc4)nn3)O[C@@H]2CO)c1
→ 0.3	-0.2
- CCS(=O)(=O)Nc1ccc2c(c1)C(=O)N(C)C[C@@H](OC)[C@@H](C)CN(C(=O)CN(C)C)[C@H](C)CO2
→ 12.9	0.1
- C[C@H](CO)N1C[C@H](C)[C@H](CN(C)S(=O)(=O)c2cccs2)Oc2ccc(NC(=O)Cc3ccccc3)cc2C1=O
→ nt	0.1
- O=C(CCN1CCCCC1)N[C@@H]1CC[C@@H](CC(=O)N2CCC(Cc3ccccc3)CC2)O[C@@H]1CO
→ 0.1	-0.1
- COc1ccc(OC)c(S(=O)(=O)NCC2CCCO2)c1 (stereo not drawn)
→ 7.6	0.3
- C[C@@H]1CN([C@@H](C)CO)C(=O)c2cccc(NS(=O)(=O)c3ccccc3)c2O[C@@H]1CN(C)C(=O)Nc1ccc(C(F)(F)F)cc1
→ nt	0.6
- COc1ccc(NC(=O)N(C)C[C@H]2Oc3ccc(NC(=O)Cc4cn(C)c5ccccc45)cc3C(=O)N([C@@H](C)CO)C[C@H]2C)cc1
→ nt	-0.9
- C[C@H](CO)N1C[C@H](C)[C@@H](CN(C)C(=O)NC2CCCCC2)Oc2ccc(NS(=O)(=O)c3ccccc3)cc2C1=O
→ 12.9	2.1
- C[C@H](CO)N1C[C@H](C)[C@@H](CN(C)Cc2ccc(-c3ccccc3)cc2)OCc2cnnn2CCCC1=O
→ 5.5	nt
- CN(CC(=O)Nc1ccccc1-c1ccccc1)S(=O)(=O)c1ccc(Br)cc1
→ 22.1	1.2
- Cc1ccc(S(=O)(=O)N(C)C[C@@H]2Oc3ccc(NS(=O)(=O)c4cccs4)cc3C(=O)N([C@H](C)CO)C[C@@H]2C)cc1
→ nt	-0.1

Whole records as entered above. Order of values: EZH2 inh, IDH1 mut inh
`COCC(=O)Nc1ccc2c(c1)OC[C@H](C)N(C(=O)c1ccncc1)C[C@@H](C)[C@@H](OC)CN(C)C2=O` across the screens: -2.8, -0.1
`CO[C@@H]1CN(C)C(=O)c2cc(NC(=O)C3CCOCC3)ccc2OC[C@@H](C)N(Cc2cccnc2)C[C@H]1C` across the screens: -7.3, -0.1
`O=C(C[C@@H]1C=C[C@@H](NC(=O)Nc2ccc(C(F)(F)F)cc2)[C@@H](CO)O1)NCc1cccc(F)c1` across the screens: -9.0, 0.4
`CCCNC(=O)Nc1ccc2c(c1)OC[C@@H](C)N(Cc1cncnc1)C[C@@H](C)[C@@H](OC)CN(C)C2=O` across the screens: 4.4, 0.1
`CCN(CC(=O)Nc1ccc(I)cc1)S(=O)(=O)c1ccc(C)cc1` across the screens: 6.0, -0.4

The list continues.
Value order: EZH2 inh	IDH1 mut inh
- Cc1noc(C)c1NC(=O)N(C)C[C@@H]1Oc2ccc(NS(=O)(=O)c3cccs3)cc2C(=O)N([C@H](C)CO)C[C@H]1C
→ nt	1.3
- O=C(CSc1nnc(-c2ccccc2O)n1-c1ccccc1)Nc1ccc(N2CCOCC2)cc1
→ -8.1	1.0
- C[C@@H]1CN([C@@H](C)CO)C(=O)CCCn2cc(nn2)CO[C@@H]1CN(C)Cc1ccc(C(=O)O)cc1
→ nt	2.2
- CC(C)(C)NCC(O)c1cc(O)cc(O)c1 (stereo not drawn)
→ nt	0.0
- COC(=O)C[C@@H]1C[C@H]2c3cc(NC(=O)c4ccc5c(c4)OCO5)ccc3O[C@H]2[C@@H](CO)O1
→ 1.0	0.0
- C[C@H]1CN([C@@H](C)CO)C(=O)c2cc(NC(=O)CCN3CCOCC3)ccc2O[C@H]1CN(C)C(=O)NC1CCCCC1
→ nt	0.2
- COc1ccc(S(=O)(=O)Nc2ccc3c(c2)CC(=O)N([C@@H](C)CO)C[C@@H](C)[C@H](CN(C)Cc2ccc4c(c2)OCO4)O3)cc1
→ nt	-0.1
- COc1ccc(S(=O)(=O)N(C)CC(=O)Nc2ccccc2F)cc1C
→ 3.8	-0.2
- C[C@H](CO)N1C[C@H](C)[C@H](CN(C)C(=O)Nc2ccc(F)cc2)Oc2ncc(C#CCN(C)C)cc2C1=O
→ nt	3.5
- C[C@@H]1CCCCO[C@@H](CN(C)Cc2ccc(C(=O)O)cc2)[C@H](C)CN([C@H](C)CO)C(=O)c2cc(NS(C)(=O)=O)ccc2O1
→ nt	-5.8
- C[C@@H]1CCCCO[C@H](CN(C)C(=O)NC2CCCCC2)[C@@H](C)CN([C@@H](C)CO)C(=O)c2cc(NS(=O)(=O)c3cccs3)ccc2O1
→ nt	2.2
- COc1ccccc1N1C(=O)C2C(c3ccc(F)cc3)NC(Cc3ccccc3)(C(=O)O)C2C1=O (stereo not drawn)
→ 2.1	0.0
- CO[C@@H]1CN(C)C(=O)c2ccc(NC(=O)c3cc(C)on3)cc2OC[C@H](C)N(C)C[C@H]1C
→ 4.9	-0.1
- O=C(COc1ccccc1Cl)Nc1cccc(NC(=O)c2ccco2)c1
→ -5.7	-0.8
- COC(=O)c1c(NC(=O)CC2NCCNC2=O)sc2c1CCCC2 (stereo not drawn)
→ -1.8	-0.1
- Cc1ccc(S(=O)(=O)Nc2ccc3c(c2)CC(=O)N([C@@H](C)CO)C[C@@H](C)[C@H](CN(C)Cc2ccc(-c4ccccc4)cc2)O3)cc1
→ nt	0.3
- CO[C@@H]1CN(C)C(=O)c2cc(NC(=O)c3ccccc3)ccc2OC[C@H](C)N(C)C[C@@H]1C
→ -1.8	0.5
- Cc1cc(C(=O)Nc2cccc3c2O[C@@H](CN(C)S(=O)(=O)c2ccc(F)cc2)[C@H](C)CN([C@@H](C)CO)C3=O)n(C)n1
→ nt	-0.8
- C[C@H]1CCCCO[C@H](CN(C)C(=O)CCC(F)(F)F)[C@@H](C)CN([C@@H](C)CO)C(=O)c2cc(NC(=O)CCC(F)(F)F)ccc2O1
→ nt	2.4
- CC(C)NC(=O)Nc1ccc2c(c1)C(=O)N([C@H](C)CO)C[C@@H](C)[C@@H](CN(C)C(=O)CCC(F)(F)F)OCCCC[C@@H](C)O2
→ -9.1	nt
